From PubChem BioAssay
ARFGAP1 inh: inhibitors of rat ARFGAP1 GAP activity, primary screen, biochemical, fluorescence polarization, GDP tracer; AID 651572, 2012; 0.26% of 360,000 active; Arfgap1-stimulated ARF1 GTP hydrolysis, GDP FP detection; ADP-ribosylation factor GTPase-activating protein 1 (Rattus norvegicus), Q62848; inhibition, % at 16.5 µM;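 active = inhibition above a per-plate limit, mean inhibition of low control wells plus 3 SD, cut at about 25% in these data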;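 also: 0% = DMSO wells with enzyme and 100% = wells lacking Arfgap1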
Target sequence (Q62848 1-136 limits assumed): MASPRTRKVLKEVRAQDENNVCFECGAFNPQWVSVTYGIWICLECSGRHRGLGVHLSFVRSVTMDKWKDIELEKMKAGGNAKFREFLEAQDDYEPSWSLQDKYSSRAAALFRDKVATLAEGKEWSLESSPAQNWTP
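Material: rat Arfgap1 catalytic domain, aa 1-136; also added: human ARF1(Δ1-17)-GTP substrate; compound dosing: one concentration, 16.5 µM, DMSO 1.26%; incubation: GTP hydrolysis reaction 2 h at 25 °C; measured by: Tracer-displacement fluorescence polarization with EDTA stop, 620/688 nm; evaluation: % inhibition from polarization; repeats: one replicate per compound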
PLC-gamma1 inh: PLC-gamma1 enzyme inhibitors, primary screen, biochemical, fluorescence, purified enzyme. 1-phosphatidylinositol 4,5-bisphosphate phosphodiesterase gamma-1 (Homo sapiens), P19174. fluorogenic substrate. inhibition, % at 12.2 µM. 0.84% of 370,000 active. AID 720700, 2013; in the data active = inhibition above about 9.5%
Tn6 DDE FP: inhibitors of Tn6 peptide binding to fibrin DD(E), primary screen, biochemical, fluorescence polarization, human fibrin, Tn6 probe; Fibrinogen beta chain (Homo sapiens), P02675; Fibrin DD(E) TRITC-Tn6 fluorescence polarization displacement; inhibition, % at 8.3 µM; 0.21% of 370,000 active;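 active = inhibition above a per-campaign cutoff: mean of compounds within control limits plus 3 SD, cut at about 15% in these data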;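 also: 0% = median of all compound wells on the plate and 100% = blocking peptide control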
Target sequence (P02675 whole entry, looked up): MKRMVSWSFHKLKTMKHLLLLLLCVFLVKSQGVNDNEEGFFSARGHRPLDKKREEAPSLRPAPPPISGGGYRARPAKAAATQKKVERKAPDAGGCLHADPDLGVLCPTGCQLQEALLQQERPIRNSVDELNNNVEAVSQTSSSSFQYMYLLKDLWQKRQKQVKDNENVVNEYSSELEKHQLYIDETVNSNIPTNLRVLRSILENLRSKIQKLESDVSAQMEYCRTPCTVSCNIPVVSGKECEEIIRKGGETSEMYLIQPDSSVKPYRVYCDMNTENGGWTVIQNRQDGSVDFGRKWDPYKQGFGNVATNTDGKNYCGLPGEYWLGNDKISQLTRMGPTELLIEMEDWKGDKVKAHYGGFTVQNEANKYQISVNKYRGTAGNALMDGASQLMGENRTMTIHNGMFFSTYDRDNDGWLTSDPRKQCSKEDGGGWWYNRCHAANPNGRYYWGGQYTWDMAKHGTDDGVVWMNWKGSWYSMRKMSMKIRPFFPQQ
PLC-beta3 inh: human PLC-beta3 inhibitors, primary screen, biochemical, fluorescence; 1-phosphatidylinositol 4,5-bisphosphate phosphodiesterase beta-3 (Homo sapiens), Q01970; Purified PLC-beta3, fluorogenic substrate; inhibition, % at 12.2 µM; 0.18% of 370,000 active; AID 720704, 2013; in the data active = inhibition above about 11%;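 also: 0% = median of compound wells on plate and 100% = full blocker control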
proKLK7 act: proKLK7 zymogen activators, primary screen, biochemical, fluorescence intensity. purified proKLK7, EDANS-DABCYL substrate fluorescence; 100% is mature enzyme control, 0% vehicle. 0.9% of 370,000 active. activation, % at 7 µM. Kallikrein-7 (Homo sapiens), P49862;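 active = activation above the mean of all tested compounds plus 3 SD, computed per campaign excluding outliers beyond control limits, cut at about 13% in these data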
sPLA2-III inh: human group III sPLA2 inhibitors, primary screen, biochemical, QFRET, BODIPY PC-A2 liposome substrate; QFRET BODIPY PC-A2 liposome hydrolysis, fluorescence; inhibition, % at 12.2 µM; 0.56% of 370,000 active; AID 743126, 2013;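 active = inhibition above mean plus 3 SD of compounds lying within the high and low control bounds, cut at about 19% in these data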;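 also: 0% = median of test compound wells and 100% = no enzyme DMSO wells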
UHRF1 MBD2 ctr: UHRF1 methylated DNA binding inhibitors, primary screen, counter-screen for MBD2 inhibitor project, biochemical, TR-FRET, human UHRF1, single concentration; E3 ubiquitin-protein ligase UHRF1 (Homo sapiens), Q96T88; UHRF1 binding to methylated oligo; inhibition, % at 4.4 µM; 0.75% of 370,000 active; in the data active = inhibition above about 21%;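 also: UHRF1 SRA domain binding a hemimethylated CpG hairpin DNA probe; 0% = median of test compound wells and 100% = reference inhibitor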
NR1D1 modulator: modulators of Rev-erb alpha DNA binding, primary screen, biochemical, FITC-DNA, fluorescence polarization, uHTS; Rev-erbα–FITC-DNA binding, 90 min; activity, % at 10 µM; 0.79% of 370,000 active;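 active = activity above about 14%, limit read from the data; passing the limit was not always enough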;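 also: 0% = DMSO wells with 35 nM protein and 100% = DMSO wells with 750 nM protein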
ASAP1 inh: inhibitors of human ASAP1 ArfGAP activity, primary screen, biochemical, fluorescence polarization | Arf-GAP with SH3 domain, ANK repeat and PH domain-containing protein 1 (Homo sapiens), … | ASAP1-stimulated ARF1 GTP hydrolysis, GDP FP detection | inhibition, % at 16.5 µM | 0.19% of 360,000 active | AID 624377, 2012; in the data active = inhibition above about 25%;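 also: 0% = vehicle with enzyme and substrate and 100% = no enzyme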
Target sequence (Q9ULH1 325-724 limits assumed): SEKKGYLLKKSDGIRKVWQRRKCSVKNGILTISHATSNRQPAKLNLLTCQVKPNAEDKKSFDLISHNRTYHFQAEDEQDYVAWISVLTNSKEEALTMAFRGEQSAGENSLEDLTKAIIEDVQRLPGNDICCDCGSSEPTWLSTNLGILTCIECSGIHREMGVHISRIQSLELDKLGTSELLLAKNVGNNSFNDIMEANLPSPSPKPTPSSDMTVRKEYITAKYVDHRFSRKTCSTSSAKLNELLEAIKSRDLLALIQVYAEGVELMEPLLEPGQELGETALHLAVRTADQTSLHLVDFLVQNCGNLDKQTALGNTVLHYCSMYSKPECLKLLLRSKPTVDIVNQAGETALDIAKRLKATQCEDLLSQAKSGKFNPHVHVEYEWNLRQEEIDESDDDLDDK
DDE Tn7 FP inh: inhibitors of Tn7 peptide binding to fibrin DD(E), primary screen, biochemical, fluorescence polarization, human fibrin, Tn7 probe. Fibrinogen beta chain (Homo sapiens), P02675. FP displacement of FITC-Tn7 peptide from fibrin DD(E); 0% = median of compound wells per plate. inhibition, % at 8.3 µM. 0.13% of 370,000 active;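 active = inhibition above the mean of compounds falling within the control limits plus 3 SD of them, cut at about 14% in these data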;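 also: 0% = plate median of compound wells and 100% = 10 µM Aha-Tn7 peptide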
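System: human fibrin DD(E); quantity: Fibrin-DD(E) at 2 µM final; also added: fluorescent Tn7 probe at 0.1 µM; compound dosing: single nominal test concentration of 8.3 µM per compound; schedule: 10 min preincubation, 3 h with tracer, room temperature; detection: fluorescence polarization of the labelled Tn7 tracer; repeats: one replicate per compound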
* hit, by the source's call; & = joins results of further samples. Random draw from the library. About 4.5% of those tested had a hit in this group.

SMILES	ARFGAP1 inh	PLC-gamma1 inh	Tn6 DDE FP	PLC-beta3 inh	proKLK7 act	sPLA2-III inh	UHRF1 MBD2 ctr	NR1D1 modulator	ASAP1 inh	DDE Tn7 FP inh
CCCCCc1ccc(-c2cn(Cc3ccc(C)cc3)nn2)cc1	0	5	11	1	0.2	-1	0	-3	-7	-3
O=C1CC(c2ccco2)=Nc2ccccc2N1	-2	1	7	1	0.4	-4	-1	-3	1	5
O=C(CCc1ccccc1)Nc1nn[nH]n1	11	0	-3	2	0.5	-4	-5	1	1	-2
S=C(NCCCCNC(=S)NCc1ccccc1)NCc1ccccc1	0	0	-2	-4	-0.5	-1	1	-1	-11	1
C(=NOCc1ccccc1)c1cccnc1	0	2	-1	-6	-0.1	5	1	-4	3	-2
Cc1cc(-c2ccccc2)nc(N/N=C/c2ccccc2F)n1	-7	-16	1	-26	1.0	-1	-5	-3	2	1
CCCCN1C(=O)C(CC(=O)NCC2CCCCC2)CC(C(=O)N(CC)CC)=C1C (centres undefined)	-6	4	-7	2	-0.6	8	0	-8	4	4
Cc1ccc(N2NC3(CCN(C(N)=O)CC3)NC2=O)cc1	-6	0	-5	1	0.7	5	1	-10	12	-3
Cc1ccc(-n2c(=O)c3sccc3n(CC(=O)NCc3ccco3)c2=O)cc1F	-2	3	4	4	0.3	-2	0	0	2	8
Cc1ccc(C(=O)NC(C(=O)OCc2cn3cc(Cl)ccc3n2)C(C)C)cc1 (centres undefined)	3	1	-1	0	0.2	9	-4	5	7	2
CC1(C)CC(c2nc(-c3ccccc3)cs2)CCS1 (centres undefined)	3	4	1	3	0.1	10	-1	5	8	1
O=C(COC(=O)CNC(=O)c1ccccc1)Nc1ccc(Cl)cn1	-6	0	7	1	-0.4	-8	-1	1	-9	4
CCCCNS(=O)(=O)c1ccc2nc(-c3cccnc3)cc(C(=O)NC3CC3)c2c1	13	0	3	2	-0.1	-6	-4	4	8	-1
COc1ccc(C(=O)N2CCc3ccccc32)cc1	0	4	2	3	0.4	3	3	3	-6	-5
O=S(=O)(NCCc1ccccc1)c1ccccc1	11	-1	6	3	0.4	-11	-2	-4	-14	-1
COCCCNC(=O)c1ccc2c(=O)n(CC3CCCO3)c(=S)[nH]c2c1 (centres undefined)	4	6	3	3	-0.6	5	0	-1	-12	-1
COC(=O)c1ccc(NC(=S)NCCc2ccc(OC)cc2)cc1	1	-2	-2	-2	-0.1	-13	0	1	9	10
O=C(NCCNC(=O)c1ccc(-c2cccc(Cl)c2)o1)c1cnccn1	-8	4	-4	0	0.0	8	-2	2	7	1
CCN(CC)CCNC(=O)c1ccc(Cl)c(S(=O)(=O)Nc2ccc(Cl)cc2)c1	4&3	0&3	-4&9	7&5	0.7&0.0	-9&-6	-2&-5	5&2	-12&-5	-5&3
COC(=O)Cc1nnn2c1[C@H](C)[C@H](c1ccccc1[N+](=O)[O-])OCC2	4	-3	14	-1	2.9	-2	-2	-3	5	7
O=C(COc1ccc(Cl)cc1)Nc1ccc(Cc2ccncc2)cc1	10	0	3	-1	0.2	-8	0	-5	-3	5
Oc1c(Br)cc(C2N=C(c3ccccc3Cl)NO2)cc1Br (centres undefined)	-14	-3	0	-1	0.3	-7	-5	6	19	5
O=C(O)CCN1C(=O)CC(N2C(=O)/C(=C/c3ccc(Cl)cc3)SC2=S)C1=O (centres undefined)	5	-6	-2	-2	-0.1	-17	-15	5	3	-3
Cc1nn(Cc2noc(C(=O)NCc3ccc(F)cc3)n2)c(C)c1Br	0	1	1	-5	-0.1	-8	-1	-4	2	1
C/C(N)=C(/C#N)C(=O)COC(=O)c1cccc(C)c1O	5	-4	-5	-10	0.8	-4	1	-2	12	-2

Results in UHRF1 MBD2 ctr and ARFGAP1 inh (three entries from above):
Compound | UHRF1 MBD2 ctr | ARFGAP1 inh
O=C(COc1ccc(Cl)cc1)Nc1ccc(Cc2ccncc2)cc1 | 0 | 10
COC(=O)Cc1nnn2c1[C@H](C)[C@H](c1ccccc1[N+](=O)[O-])OCC2 | -2 | 4
Cc1cc(-c2ccccc2)nc(N/N=C/c2ccccc2F)n1 | -5 | -7

(listing goes on)
SMILES	ARFGAP1 inh	PLC-gamma1 inh	Tn6 DDE FP	PLC-beta3 inh	proKLK7 act	sPLA2-III inh	UHRF1 MBD2 ctr	NR1D1 modulator	ASAP1 inh	DDE Tn7 FP inh
Cc1nn(CC(=O)Nc2ccccn2)c(C)c1[N+](=O)[O-]	0	2	1	1	-0.4	1	1	-1	5	-1
COc1cc(N2C(=O)c3ccccc3C2=O)c(Cl)cc1C(=O)OCC(=O)N(C)C	0	-3	0	-6	0.7	6	1	5	9	-4
Clc1ccc(COn2c(-c3ccc(Cl)cc3)nc3ccccc32)cc1	-4	3	-2	2	0.6	-1	-2	0	1	-2
COc1cc(CNc2ccc(N3CCOCC3)cc2)ccc1OCC(=O)NC(C)(C)C	-16	-165	-5	-232	-9.0	6	-1	-5	-11	1
CCCCNC(=O)C(NC(=O)Cc1cc(C(F)(F)F)cc(C(F)(F)F)c1)C(=O)c1ccccc1 (centres undefined)	2	-3	-2	-3	0.1	-8	2	2	0	-4
COc1cccc(NC(=O)c2ccccc2SC)c1	16	-2	-4	-1	-0.4	2	3	3	7	4
O=C(NNC1=NC2(CCCC2)Cc2ccccc21)c1ccncc1	3	6	-2	0	0.0	9	0	8	0	-1
C=C(C)CSC1=C(C#N)C(c2ccccc2Cl)CC(=O)N1 (centres undefined)	6	-2	3	-7	0.2	2	0	0	2	3
CCCn1nnc(NC(=O)c2cc3ccccc3o2)n1	-1	2	0	-5	-0.1	6	0	-5	-3	5
Nc1c2c(nc3c1CCCC3)CCCC2 (tested in a mixture with another compound)	10	-2	9	-6	-1.2	-2	-2	10	-6	-4
CC(C)n1nc(C(=O)OCC(=O)N2CC(=O)Nc3ccccc32)c2ccccc2c1=O	2	4	-3	5	0.2	8	0	3	1	3
CCCCCCn1c(N2CCCC2)nc2c1c(=O)[nH]c(=O)n2C	2	1	5	-6	-0.2	-2	-1	-4	-7	1
O=C(NCc1cccs1)c1nc2ncccn2n1	4	4	-5	1	0.5	3	-1	-3	0	5
C[C@H](NC(=O)c1nc[nH]c1C(=O)NCc1ccccc1)c1ccccc1	-13	2	-2	-1	0.1	-5	-1	-5	3	-5
C[C@@H]1CN([C@@H](C)CO)C(=O)CCCn2nncc2CO[C@@H]1CN(C)S(=O)(=O)c1ccc(-c2ccccc2)cc1	7	-1	-11	0	0.9	-9	0	-4	-5	-5
CC(C)OC(=O)c1ccc(NC(=O)c2cncc(Br)c2)cc1	0	-1	3	0	0.3	-14	1	2	1	10
NC(=O)C1CCN(C(=O)CN2CCCc3ccccc32)CC1	-2	-13	-3	-17	0.1	4	-2	-1	11	2
CCOc1cc(/C=N\NC(=O)c2ccc(NC(=O)C(C)(C)C)cc2)ccc1OC(=O)c1ccc(C)cc1	6	0	0	2	-0.5	8	-1	2	-1	1
CCOc1cc(N2CCOCC2)c(OCC)cc1NC(=O)c1ccc(S(=O)(=O)N(C)C)cc1	0	-1	-4	-12	0.5	5	-2	-4	-4	1
CCCn1c(=O)c2ccccc2n2c(=S)[nH]nc12	6	-1	6	-6	-0.1	10	1	9	-4	6
Fc1ccc(CNCc2ccco2)cc1	12	12*	11	1	-0.5	15	1	-5	9	1
O=C1c2ccccc2-c2ccccc2NC1O (centres undefined)	8	7	6	5	-0.3	6	2	4	-8	-5
COc1cc(OC)c(-c2nnc3n(CCc4ccccc4)c(=O)c4ccccc4n23)cc1OC	2	6	-2	2	0.3	0	0	-1	-5	-4
CCCCCCSC1=C(C#N)C(c2ccccc2)CC(=O)N1 (centres undefined)	2	4	2	3	-0.9	1	0	3	-2	-1
Cc1ccc(-n2cc(CN3CCC(CO)(Cc4cccc(C(F)(F)F)c4)CC3)cn2)cc1	2	3	7	6	-0.3	-26	0	2	2	-2
CN(Cc1ccccc1)C(=O)c1[nH]cnc1C(=O)Nc1ccc(Br)cc1F	-16	-1	-11	-3	-0.4	-7	3	1	9	5

Record cards (already shown). Screens in order: ARFGAP1 inh	PLC-gamma1 inh	Tn6 DDE FP	PLC-beta3 inh	proKLK7 act	sPLA2-III inh	UHRF1 MBD2 ctr	NR1D1 modulator	ASAP1 inh	DDE Tn7 FP inh
CCOc1cc(/C=N\NC(=O)c2ccc(NC(=O)C(C)(C)C)cc2)ccc1OC(=O)c1ccc(C)cc1 in the list: 6	0	0	2	-0.5	8	-1	2	-1	1
C[C@H](NC(=O)c1nc[nH]c1C(=O)NCc1ccccc1)c1ccccc1 in the list: -13	2	-2	-1	0.1	-5	-1	-5	3	-5
CC(C)OC(=O)c1ccc(NC(=O)c2cncc(Br)c2)cc1 in the list: 0	-1	3	0	0.3	-14	1	2	1	10
O=C(NCc1cccs1)c1nc2ncccn2n1 in the list: 4	4	-5	1	0.5	3	-1	-3	0	5
CCCCCCSC1=C(C#N)C(c2ccccc2)CC(=O)N1 (centres undefined) in the list: 2	4	2	3	-0.9	1	0	3	-2	-1

In the list so far, these contain a CF3 group:
SMILES	ARFGAP1 inh	PLC-gamma1 inh	Tn6 DDE FP	PLC-beta3 inh	proKLK7 act	sPLA2-III inh	UHRF1 MBD2 ctr	NR1D1 modulator	ASAP1 inh	DDE Tn7 FP inh
CCCCNC(=O)C(NC(=O)Cc1cc(C(F)(F)F)cc(C(F)(F)F)c1)C(=O)c1ccccc1 (centres undefined)	2	-3	-2	-3	0.1	-8	2	2	0	-4
Cc1ccc(-n2cc(CN3CCC(CO)(Cc4cccc(C(F)(F)F)c4)CC3)cn2)cc1	2	3	7	6	-0.3	-26	0	2	2	-2
